TEAD-YAP inh – TEAD-YAP interaction inhibition; HEK-TIYL cells, TEAD-Gal4/YAP UAS-luciferase luminescence; inhibition, % at 9.12 µM; actives 1.4% (n = 640,000); AID 1259422; in the data active means inhibition above about 32%;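 further: 0% = median of test compound wells and 100% = reference inhibitor wells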
FBW7 activator – activators of human E3 ligase FBW7 | Q969H0 | AlphaScreen FBW7–phospho-cyclin E peptide binding, activator screen | normalized activity (activation), % at 26.1 µM | actives 0.13% (n = 650,000) | AID 1259310; in the data active means normalized activity above about 1.9%;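 further: purified mutant Fbw7 with reduced substrate affinity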
Target sequence (Q969H0 whole entry, looked up): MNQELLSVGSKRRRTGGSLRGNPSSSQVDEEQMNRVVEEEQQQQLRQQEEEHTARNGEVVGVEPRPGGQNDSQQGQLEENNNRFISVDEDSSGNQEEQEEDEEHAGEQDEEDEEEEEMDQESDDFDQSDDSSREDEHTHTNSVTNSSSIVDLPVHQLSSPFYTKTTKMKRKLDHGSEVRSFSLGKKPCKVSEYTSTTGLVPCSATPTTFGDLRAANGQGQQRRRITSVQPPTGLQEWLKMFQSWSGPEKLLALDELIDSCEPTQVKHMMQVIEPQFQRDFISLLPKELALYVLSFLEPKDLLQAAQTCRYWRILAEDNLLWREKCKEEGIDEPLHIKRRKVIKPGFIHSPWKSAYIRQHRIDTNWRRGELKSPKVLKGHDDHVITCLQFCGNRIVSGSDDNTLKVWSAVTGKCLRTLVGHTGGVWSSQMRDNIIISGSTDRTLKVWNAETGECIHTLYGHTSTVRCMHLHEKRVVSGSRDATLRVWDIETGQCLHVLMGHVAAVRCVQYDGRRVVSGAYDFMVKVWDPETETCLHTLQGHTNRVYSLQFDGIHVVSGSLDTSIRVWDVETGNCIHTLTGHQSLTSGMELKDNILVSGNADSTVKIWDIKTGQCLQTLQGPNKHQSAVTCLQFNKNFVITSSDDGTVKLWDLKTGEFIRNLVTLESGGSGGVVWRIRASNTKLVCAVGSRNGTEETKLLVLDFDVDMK
MITF primary – inhibitors of human MITF; O75030; AID 1259374; AlphaScreen MITF homodimerization, bead proximity signal; actives 0.91% (n = 650,000); inhibition, % at 2.6 µM; in the data active means inhibition above about 50%;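 further: 0% = vehicle wells with protein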
GPR151 activ – activates the human receptor GPR151 | PathHunter beta-arrestin GPR151 cells, luminescence | activation, % at 11.2 µM | actives 1% (n = 650,000) | Q8TDV0; in the data active means activation above about 4.9%;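 further: 0% = median of compound wells and 100% = cells with positive control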
Target sequence (Q8TDV0 whole entry, looked up): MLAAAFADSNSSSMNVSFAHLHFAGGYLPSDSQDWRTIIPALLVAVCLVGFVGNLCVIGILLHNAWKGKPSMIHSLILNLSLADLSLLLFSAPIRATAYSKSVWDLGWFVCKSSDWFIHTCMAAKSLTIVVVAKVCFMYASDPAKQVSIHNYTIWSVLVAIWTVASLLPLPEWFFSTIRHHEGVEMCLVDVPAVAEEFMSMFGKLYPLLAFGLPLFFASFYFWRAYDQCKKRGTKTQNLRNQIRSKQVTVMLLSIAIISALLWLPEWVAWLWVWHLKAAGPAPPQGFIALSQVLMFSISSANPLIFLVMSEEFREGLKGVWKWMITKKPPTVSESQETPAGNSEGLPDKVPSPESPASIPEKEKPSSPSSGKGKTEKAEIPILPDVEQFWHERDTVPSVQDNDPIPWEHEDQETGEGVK
* marks the source's active call; other numbers are inactive results.

SMILES	TEAD-YAP inh	FBW7 activator	MITF primary	GPR151 activ
COc1ccc(C2CC(=O)C3=C(C2)Nc2ccccc2NC3c2cc(OC)c(O)c(OC)c2)cc1 (stereo not given)	-45	0.3	-1	-1.2
CC(C)OC(=O)CSc1n[nH]c(=O)[nH]c1=O	3	0.2	10	0.1
COC(=O)c1[nH]c(C)c(C(=O)OC)c1C	-3	0.0	2	1.8
CCN1CCN(C(=O)c2cc3cc(Cl)cc(Cl)c3oc2=O)CC1	0	-0.1	-6	0.6
Cc1cc(Br)cc2c1N(CCCOc1ccccc1)C(=O)C2=O	13	-0.2	20	0.1
COc1cc(Nc2nc(Nc3ncccn3)ncc2C)cc(OC)c1OC	15	-0.1	1	0.1
CC1CCN(S(=O)(=O)c2cccc(C(=O)c3cccc(S(=O)(=O)N4CCC(C)CC4)c3)c2)CC1	-3	0.0	0	1.6
O=C(NC(=S)N(Cc1ccccc1)c1ccccn1)C1CC1	-13	-0.1	-10	0.3
COc1ccc(CN2CCN3C(=O)[C@@H]4CCCN4C(=O)[C@H]3C2)cc1	-1	0.2	16	-1.0
CCc1nc(SCC#N)c(C#N)cc1C	-9	0.0	-14	-0.8
CCN(CC)C(=O)CN1C(=O)C2(Nc3ccccc3C(=O)N2c2ccc(Cl)cc2)c2ccccc21 (stereo not given)	-1	0.1	16	-0.7
COc1ccc(C(=O)[C@H]2CCCN(C(=O)c3cc(-c4cccs4)[nH]n3)C2)cc1	4	-0.2	-2	0.2
COc1ccc(OC)c(Nc2nc3ccc(C)cc3n3cnnc23)c1	5	-0.2	2	1.2
CC(C)C[C@H]1NC(=O)[C@H]2CN(Cc3cnn(-c4cccc(F)c4)c3)CCN2C1=O	1	0.0	4	1.6
CCOc1ccccc1NC(=O)c1c(NCc2ccccn2)sc2c1CCCCC2	7	-0.3	13	0.1
CCOC(=O)c1sc(NC(=O)CSc2nc3ccccc3[nH]2)nc1C	13	0.2	7	0.4
Oc1cccc(-c2cnc3c(Nc4ccc5[nH]ccc5c4)nccn23)c1	97*	0.0	-9	-1.6
CC(=O)Nc1ccc(NC(=O)c2ccc3nc(NCCCN4CCCC4=O)sc3c2)cc1	0	0.2	1	-0.6
Cc1cc(C)c2sc(N3CCN(C(=O)Nc4ccc(F)cc4)CC3)nc2c1	-30	-0.1	0	3.1
COCCn1c(C(=O)N2CCN(c3ccccc3F)CC2)cc2c(=O)n(C)c(=O)n(C)c21	2	0.4	24	1.7
O=S(=O)(NCC(c1cccnc1)N1CCN(c2ccccc2F)CC1)c1cccs1 (stereo not given)	-3	-0.2	-11	1.3
COc1ccc(C)cc1NS(=O)(=O)c1ccc2c(c1)NC(=O)CC(=O)N2	-1	-0.1	2	1.9
Cc1ccc(CN2C(=O)CCC2C(=O)O)cc1 (stereo not given)	5	0.1	10	-0.5
CCN(CC)c1ccc(/C=N/c2nc3c(s2)CCCC3)c(O)c1	6	0.1	1	0.5
COc1ccc(S(=O)(=O)NCCNc2nc(C)cc(N(C)C)n2)cc1Cl	15	-0.2	1	1.4

(next part)
SMILES	TEAD-YAP inh	FBW7 activator	MITF primary	GPR151 activ
CN(C)CCCNC(=O)c1ncoc1-c1ccc(F)cc1	6	-0.1	7	-1.3
Cc1cccc(NC(=O)C2CCCN2C(=O)OCc2ccccc2)c1 (stereo not given)	2	-0.4	-6	-0.9
NC(=O)C1CCN(c2ncnc3c2cnn3-c2ccccc2)CC1	-38	0.0	7	0.4
O=C1CC(c2ccc(Cl)cc2)Sc2nc(-c3cccc4ccccc34)nn21 (stereo not given)	-1	0.2	-7	0.1
CCOC(=O)N1CCN(S(=O)(=O)c2cc(C)c(OC)c(C)c2C)CC1	13	0.1	18	0.9
COc1ccc(-c2nc3ccccc3c(=O)n2NC(=O)c2cc(OC)c(OC)c(OC)c2)cc1	3	0.3	-2	0.6
COc1cccc(-c2nnc3n2N=C(c2cccc([N+](=O)[O-])c2)CS3)c1	16	0.0	-7	13*
CCc1cccc(C)c1NC(=O)c1cccc(Cl)c1	4	0.1	2	1.1
Cc1ccccc1OCC1CN(CN2CCOCC2)C(=O)O1 (stereo not given)	10	-0.3	-10	1.6
O=C(Nc1ccc(F)c(F)c1F)c1ccc(Cl)c(S(=O)(=O)N2CCCC2)c1	-21	0.1	3	3.2
CCCCCCc1cc2cc(C(N)=O)c(=Nc3ccccc3OC)oc2cc1O	-2	-0.2	14	-0.9
O=C(COC(=O)c1ccc2c(c1)C(=O)N(c1ccccc1Cl)C2=O)c1ccc(Br)cc1	4	0.0	9	-1.2
Cc1cc2c(cc1C)CSC(c1cc(Cl)ccc1O)SC2	7	0.2	9	-1.3
CCN(C)C(=O)C(=O)c1cccn1-c1cccc(OC)c1C#N	4	0.0	-2	2.2
c1ccc2c(c1)OCC(c1nc3ccc(-c4ccncc4)cc3[nH]1)O2 (stereo not given)	-24	-0.2	14	-0.2
CCN1CCC(C2(CCc3ccccc3)NC(=O)NC2=O)CC1 (stereo not given)	2	0.0	19	-0.8
O=C(COC(=O)c1cc(S(=O)(=O)N2CCOCC2)cs1)c1ccccc1	5	-0.4	-12	1.1
COc1ccc(C(=O)/C=C/Nc2ccccc2NS(=O)(=O)Cc2ccccc2)cc1	-24	-0.4	1	0.4
COC(=O)c1cn(C)c2ccc(S(=O)(=O)N3CCCCC3)cc2c1=O	12	0.2	11	-0.8
Cc1nc(NCc2ccc(F)c(F)c2)sc1-c1ccn(CCN2CCOCC2)n1	0	-0.1	15	0.2
Cc1ccc(/C(O)=C2/C(=O)C(=O)N(CCN3CCOCC3)C2c2cccc(Br)c2)cc1 (stereo not given)	0	0.0	-4	-0.4
Cc1nn(-c2ccccc2)c(Cl)c1/C=N\O	-5	-0.1	-5	5.1*
O=C(/C=C/c1ccccc1Cl)Nc1ccc(I)cc1	-30	-0.1	-2	1.4
CC(C)(C)C(=O)Nc1ccc(C(=O)NCc2ccccc2)cc1	-10	-0.1	-5	-0.4
CCCCCCOC(=O)C(CCCCNC(=O)c1ccccc1)NC(=O)c1ccccc1 (stereo not given)	8	-0.1	3	-0.6

Other results.
SMILES	TEAD-YAP inh	FBW7 activator	MITF primary	GPR151 activ
CC1=CC(C)(C)N2C(=O)C3(Nc4ccccc4CO3)c3cc(C)cc1c32 (stereo not given)	1	-0.2	31	-1.6
CC(C)OCCCNC(=O)CN(c1ccc(OCc2ccccc2)cc1)S(C)(=O)=O	9	-0.1	8	4.5
CCC(Sc1nccn1C)C(=O)Nc1nc2ccccc2s1 (stereo not given)	-25	0.0	11	-0.7
CCCOC(=O)CSC1=C(C#N)C(c2ccccc2Cl)CC(=O)N1 (stereo not given)	-10	0.0	-4	0.8
NC(=O)c1c(NC(=O)CSc2nc3ccccc3o2)sc2c1CCCC2	14	0.1	2	1.5
COCCNC(=O)C(=O)NC1CCCCC1	0	0.2	15	-0.1
CC(C)CN(Cc1c(O)ccc2c(-c3ccccc3)cc(=O)oc12)CC(C)C	-7	0.0	0	1.2
CC(C)N1C2OC(C3OC4C(O3)N(C(C)C)S(=O)(=O)N4C(C)C)OC2N(C(C)C)S1(=O)=O (stereo not given)	-2	0.0	14	-0.9
CCOC(=O)C1=C(C)N=c2s/c(=C\c3ccc(O)c(OC)c3)c(=O)n2C1c1cc(OC)ccc1OC (stereo not given)	-1	-0.1	11	-1.2
CC(=NCc1ccccc1)C1=C(O)CCCC1=O	-18	0.4	15	-1.7
O=C(CSc1nnc(NC(=O)CCc2ccccc2)s1)Nc1ccccc1	1	-0.1	10	0.2
O=C(Nc1ccc(Br)c(C(F)(F)F)c1)c1ccc(F)cc1	-2	0.1	-10	-0.6
O=C(NCc1ccc(Cl)cc1)c1ccc(CS(=O)c2ccccc2)o1 (stereo not given)	-20	-0.1	-6	0.7
Cc1nn(Cc2ccccc2)c(C)c1NC(=O)CCC(=O)O	6	-0.2	1	4.7
CCCCCCCc1ccc(-c2noc(CC)n2)cc1	6	-0.1	-5	0.0
CCOCCOC(=O)C1=C(C)NC2=C(C(=O)CCC2)C1c1ccc(SC)cc1 (stereo not given)	15	-0.1	3	0.9
OCCOCCOc1cc(Br)c(Br)cc1OCCOCCO	-4	0.1	-8	2.4
CCSc1nc2c(c(=O)n(C)c(=O)n2C)n1Cc1ccccc1C	-12	0.1	3	-0.6
CC12C=CC3(O1)C(C(=O)N(C(C)(C)C)C3C(=O)NC1CCCC1)C2C(=O)NC1CCCC1 (stereo not given)	-3	-0.1	-12	-0.6
O=C1CC(c2ccc(C(F)(F)F)cc2)c2cc(Br)c3ccccc3c2N1 (stereo not given)	14	1.1	11	-1.4
Nc1nncn1C(=O)c1ccc(Br)cc1	-1	0.1	2	-0.8
O=C(NNC(=O)c1ccccc1[N+](=O)[O-])c1ccncc1	5	0.3	18	3.2
Cc1c(Nc2nc3ccccc3n3c(C)nnc23)cccc1[N+](=O)[O-]	6	0.5	11	-0.3
CN(C)C(=O)CCSc1nnc(-c2ccncc2)o1	-6	0.2	-3	0.0
C=CCSc1nc2sc3c(c2c(=O)[nH]1)CCC3	-1	-0.1	15	-0.1

15 of these compounds in a different format:
SMILES,TEAD-YAP inh,FBW7 activator,MITF primary,GPR151 activ
O=C(CSc1nnc(NC(=O)CCc2ccccc2)s1)Nc1ccccc1,1,-0.1,10,0.2
O=C(Nc1ccc(Br)c(C(F)(F)F)c1)c1ccc(F)cc1,-2,0.1,-10,-0.6
O=C(NCc1ccc(Cl)cc1)c1ccc(CS(=O)c2ccccc2)o1 (stereo not given),-20,-0.1,-6,0.7
Cc1nn(Cc2ccccc2)c(C)c1NC(=O)CCC(=O)O,6,-0.2,1,4.7
CCCCCCCc1ccc(-c2noc(CC)n2)cc1,6,-0.1,-5,0.0
CCOCCOC(=O)C1=C(C)NC2=C(C(=O)CCC2)C1c1ccc(SC)cc1 (stereo not given),15,-0.1,3,0.9
OCCOCCOc1cc(Br)c(Br)cc1OCCOCCO,-4,0.1,-8,2.4
CCSc1nc2c(c(=O)n(C)c(=O)n2C)n1Cc1ccccc1C,-12,0.1,3,-0.6
CC12C=CC3(O1)C(C(=O)N(C(C)(C)C)C3C(=O)NC1CCCC1)C2C(=O)NC1CCCC1 (stereo not given),-3,-0.1,-12,-0.6
O=C1CC(c2ccc(C(F)(F)F)cc2)c2cc(Br)c3ccccc3c2N1 (stereo not given),14,1.1,11,-1.4
Nc1nncn1C(=O)c1ccc(Br)cc1,-1,0.1,2,-0.8
O=C(NNC(=O)c1ccccc1[N+](=O)[O-])c1ccncc1,5,0.3,18,3.2
Cc1c(Nc2nc3ccccc3n3c(C)nnc23)cccc1[N+](=O)[O-],6,0.5,11,-0.3
CN(C)C(=O)CCSc1nnc(-c2ccncc2)o1,-6,0.2,-3,0.0
C=CCSc1nc2sc3c(c2c(=O)[nH]1)CCC3,-1,-0.1,15,-0.1

More results
SMILES	TEAD-YAP inh	FBW7 activator	MITF primary	GPR151 activ
CC1(C)CC(=O)c2cc3c(N)c(C(=O)c4ccccc4)sc3nc2C1	5	0.4	3	-1.8
CCc1cc(=O)n2[nH]c(C)c(-c3cccs3)c2n1	3	-0.2	-2	0.6
c1ccc(NNc2nc3ccccc3s2)cc1	36*	-0.3	10	-1.4
COc1cccc(NC(=O)N2CCN(c3c4c(nc5ncnn35)CCCC4)CC2)c1	4	0.0	13	-0.4
c1cncc(CN2CCN(c3cc(-c4cnc5ccccc5c4)nc4ccnn34)CC2)c1	6	0.3	16	0.6
CC(C)(C)NC(=O)CN(c1cccc(C(F)(F)F)c1)S(=O)(=O)c1ccccc1	-5	0.1	4	0.6
O=C(NCC1CCCN(Cc2ccc(-c3ccco3)cc2)C1)c1cccnc1 (stereo not given)	-7	-0.1	0	-0.2
O=C1C(Cl)=C(NC2CCN(Cc3ccccc3)CC2)C(=O)c2ccccc21	-13	-0.1	34	-1.6
COc1ccc2c(c1)CC(c1nc(N(C)CCc3ccncc3)c3ccc(-c4cn[nH]c4)cc3n1)CO2 (stereo not given)	11	0.0	13	-0.2
O=C(CCC1CCCC1)N1CCC(N2CCN(c3ccccc3)CC2)CC1	4	0.2	55*	1.4
O=C1NC(=S)N/C1=C/c1cccc(OCc2ccccc2F)c1	-9	0.0	4	-0.3
Cn1c(=O)c2c(SCCO)nc(C3CCCCC3)nc2n(C)c1=O	-8	0.0	-11	0.2
Cc1ccc(-n2c(-c3cccnc3)n[nH]c2=S)cc1Cl	-4	0.1	-10	-1.2
NC(=S)NN1C(=O)C2CC=CCC2C1=O (stereo not given)	-3	-0.1	-3	0.6
C=CCn1c(SCC(O)CO)nc2c1c(=O)[nH]c(=O)n2C (stereo not given)	-14	-0.1	1	0.4
N[C@H](Cc1cccc(F)c1)c1nc2ncc(-c3ccncc3)cc2[nH]1	48*	-0.8	11	0.0
O=C(Nc1cccc([N+](=O)[O-])c1)c1ccc(C(F)(F)F)cc1	-4	-0.2	-2	-0.6
O=C1CCCC2=C1C(c1ccccc1OC(F)F)C1=C(CCCC1=O)N2	9	0.0	9	-0.3
O=C(Cc1cccc2ccccc12)NCC1CCC2(CCN(C(=O)c3ccncc3)CC2)O1 (stereo not given)	8	-0.3	8	0.0
CC12CC3(C)CC(C)(C1)CC(C(=O)NC(=S)N1CCCC1)(C2)C3	-7	0.2	2	-0.3
CCOC(=O)c1c(C)nn(-c2ccccc2)c1N	-40	-0.4	-4	-0.7
CC(=O)N(C)c1ccc(NC(=O)COc2ccccc2Cl)cc1	0	0.1	10	-1.0
Cc1cc2c(cc1C)NC(c1coc3ccccc3c1=O)C1=C(CC(C)(C)CC1=O)N2 (stereo not given)	-3	0.0	-5	0.1
CCCC1(C2CCN(C(=O)C(C)C)CC2)NC(=O)N(CCc2cccs2)C1=O (stereo not given)	3	0.6	2	-0.3

Source: PubChem BioAssay (The Scripps Research Institute Molecular Screening Center)
